Growth percent in the NCI-60 one-dose screen (48 h, 10 µM unless noted): 100 = growth as untreated, 0 = no growth, -100 = all killed.
KM12 – KM12 colon cancer cells | 82,000 compounds, 5% hits | AID 1794800
SW-620 – SW-620 colon cancer | 82,000 compounds, 5.2% hits
COLO 205 – COLO 205 colon cancer; 79,000 compounds, 7.3% hits; AID 1794742
SNB-75 – SNB-75 CNS cancer; 79,000 compounds, 5% hits; AID 1794750
NCI-H322M – NCI-H322M lung cancer | 80,000 compounds, 2.7% hits | AID 1794733
HCT-15 – HCT-15 colon cancer; 82,000 compounds, 5.2% hits; AID 1794746
HT29 – HT29 colon cancer; 81,000 compounds, 7.4% hits; AID 1794748
HCC-2998 – HCC-2998 colon cancer. 79,000 compounds, 4.7% hits
HCT-116 – HCT-116 colon cancer | 82,000 compounds, 7.3% hits
* hit, by the source's call; . = no result given; & = joins results of further samples; [ ] = remark or other dose. Rule for the calls: active = growth percent below 10; inactive = the rest.

SMILES	KM12	SW-620	COLO 205	SNB-75	NCI-H322M	HCT-15	HT29	HCC-2998	HCT-116
Cc1cc2c(C(C)C)c(O)c(O)c(C=NCCCCCC(=O)NCc3ccccc3)c2c(O)c1-c1c(C)cc2c(C(C)C)c(O)c(O)c(C=NCCCCCC(=O)NCc3ccccc3)c2c1O	22	38	46	49	54	74	35	48	37
CCCCN(CCCC)CCCNc1c2c(nc3ccc(Cl)cc13)CCCC2	100	82	77	88	95	74	46	83	58
NS(=O)(=O)c1ccc(CCN2C(=O)C=CC2=O)cc1	104	106	123	99	97	99	97	95	100
C[C@]12CCC=CC1=C[C@@H]1[C@@H]2CC[C@]2(C)C(=O)CC[C@@H]12	115	106	113	100	106	116	101	100	109
Fc1ccc(NC2=NCCN=C(Nc3ccc(F)cc3)SS2)cc1	85	105	86	73	67	92	99	109	96
O=C(COc1ccc(C(=O)c2ccccc2)cc1)Nc1cccc(CO)c1	90	101	101	118	97	92	105	109	94
CCOC(=O)CC1=CSC2=NC3C(NN12)N(C)C(=O)N3C (configuration not stated)	102	105	108	100	103	100	109	107	106
O=C(Nc1ccc(F)cc1)Nc1ccc2oc(=O)ccc2c1	105	95	109	102	100	90	106	98	107
CC(=O)CC(=O)Nc1ccc(-c2ccc(NC(=O)CC(C)=O)c(C)c2)cc1C	100	98	112	98	.	104	90	112	97
Nc1ccc2c3c(ccc([N+](=O)[O-])c13)CC2	91	104	105	95	101	89	105	102	99
CO[C@H]1/C=C/C=C/C=C/C[C@H](OC(=O)[C@@H](C)NC(=O)C2CCCCC2)[C@H](C)[C@@H](O)/C(C)=C\CCC2=CC(=O)C=C(NC(=O)C1)C2=O	-9.0*	2.7*	-27*	-20*	-2.5*	6.4*	-29*	-19*	-18*
CN(C)c1nc(C(=O)O)cc(=O)[nH]1	103	102	110	91	93	91	107	98	102
CC(C)c1nc2ccccc2n1S(=O)(=O)c1ccccc1	104	97	109	88	96	100	102	102	94
O=S(=O)(NCCCNc1nccc(-c2c(-c3ccc(F)cc3)nc3sccn23)n1)c1ccc(F)cc1	28	47	21	41	43	38	3.3*	38	29
O=C(Cn1c(-c2cncs2)nc2ccccc21)Nc1ccc2c(c1)OCO2	108	98	121	82	101	101	109	111	106
O=C(CSc1nnc(-c2ccc(Cl)cc2)n1-c1ccccc1)Nc1ccccc1F	94	100	118	27	89	90	92	85	56
CCCCCNC(=O)c1ccc(C)cc1	101	105	103	95	112	110	90	116	78
COC(=O)c1cc2c(=O)[nH]cc3c2c(n1)CCC3	106	103	106	104	108	113	105	88	106
CCCCC[n+]1ccc(SCC(=O)N(C)c2ccc(OC)cc2)c2ccccc21	99	91	111	87	105	92	107	90	88
CCNc1ccc(N=Nc2c(S(=O)(=O)O)cc3cc(S(=O)(=O)O)cc(O)c3c2O)cc1	110	94	131	87	.	123	108	108	101
CCNC(=S)NNC=O	111	103	115	85	90	98	102	111	101
CNc1nc(SCc2ccccc2)ncc1C	122	105	124	100	102	99	118	113	98
N=C(N)c1ccc(-c2ccc(-c3c[nH]c(=O)[nH]c3=O)o2)nc1	100	101	109	89	105	103	101	112	71
COc1ccc(/C=C2/SC(=Nc3c(C)nn(-c4ccccc4)c3N)NC2=O)cc1	29	19	44	5.6*	39	33	17	54	17
CC1(c2ccccc2)NC(=O)N(CC(=O)Nc2ccc(C(=O)/C=C/C=C/c3ccccc3)cc2)C1=O (configuration not stated)	21	48	98	55	74	13	25	87	27
c1ccc(C2NCCNC2c2ccccc2)cc1 (configuration not stated)	110	101	103	88	100	102	101	.	104
Cc1nc2sc(C(=O)Nc3ccc(Br)cc3)c(N)c2cc1C(=O)c1ccccc1	98	98	109	77	102	97	105	101	98
COc1ccc(-c2cc(-c3c[nH]c4ccccc34)nc(-c3c[nH]c4ccccc34)c2C#N)cc1	97	113	103	98	108	90	105	129	106
CC(NC(=O)C(NC(=O)OCc1ccccc1)C(C)O)C(=O)OCc1ccccc1 (configuration not stated)	105	104	99	104	93	106	105	99	91
CCCCCCCCCCCCCCCCCCOc1ccc(CC(=O)OCC[N+]2(C)CCCC2)cc1	101	95	107	106	102	98	99	104	92
O=C(NCCOC(=O)Nc1cccc2ccccc12)OCc1ccccc1	107	100	106	87	112	98	100	102	101
CCCSc1nc2ccccc2cc1/C=N/O	97	98	100	70	102	97	93	107	103
CN1C(=S)NC(c2ccc3c(c2)OCO3)C(C(=O)O)=C1CCl (configuration not stated)	104	103	111	101	98	102	106	109	100
COc1cccc(C2(Cc3cccc(Cl)c3)C(=O)Nc3cc(Cl)ccc32)c1 (configuration not stated)	81	104	107	86	86	91	80	107	71
O=C1Nc2ccc(Br)cc2C1=Nc1ccc(Cl)c(C(F)(F)F)c1	95	87	112	103	91	74	97	110	103
CC1SC(=S)N(c2cccc(NC(=O)C(Cl)Cl)c2)C1=O (configuration not stated)	78	93	110	87	73	80	90	98	97
Cc1ncc(CC(=O)O)c2c1OC(C)(C)OC2	93	110	115	99	98	107	99	104	99
N#C/C(=C\C=C\c1ccc(-c2ccc(Cl)cc2Cl)o1)c1nc2ccccc2s1	102	101	99	88	102	100	98	104	93
CNc1ccc(O)cc1	91&112	90&103	117&132	66&84	98&122	102&103	113&114	105&124	97&108
CSc1nc2c(c(=O)[nH]1)C(c1ccc(F)cc1)C=C(C(=O)O)N2 (configuration not stated)	102	94	113	101	118	95	102	106	99
O=C(/C=C/N1C[C@H]2C[C@@H]1CN2c1ccccn1)c1ccccc1O	102	99	109	88	106	104	96	104	101
COc1c(C=O)c(O)cc2oc(-c3ccc(Cl)cc3)cc(=O)c12	104	95	99	90	107	112	110	101	98
CCOC(=O)c1cc(C(N)=O)n2c1ccc1c3ccccc3ccc12	111	127	140	156	108	106	125	112	112
O=c1cc(-c2ccccc2)oc2cc(OCCCC[P+](c3ccccc3)(c3ccccc3)c3ccccc3)cc(O)c12	-85*	-82*	-56*	-81*	-100*	-94*	-65*	-93*	-58*
c1nc(N2CCCCC2)c2[nH]ccc2n1	108	103	130	117	108	109	92	114	102
COc1cccc(NC(=O)Nc2ccc(Nc3ncnc4sc5c(c34)CCNC5)cc2)c1	105	95	100	84	102	105	77	103	93
O=C(c1cccc(F)c1)n1ccc2cc(NC(=S)Nc3ccc([N+](=O)[O-])cc3)ccc21	94	101	108	75	95	92	92	107	88
N#Cc1ccc(OC(=O)Nc2ccc(Br)cc2)cc1	102	100	.	110	102	97	99	104	108
O=C1/C(=C\c2ccc(O)cc2)N=C(c2cnccn2)N1c1cccc2cccnc12	100	91	108	74	93	98	103	103	87
Clc1ccc(-c2cn3cc(Cc4ccc(Cl)cc4Cl)sc3n2)cc1	78	89	95	75	80	82	110	114	88
CCOC(=O)c1c2c(c(-c3ccc(OC)cc3)n1Cc1ccc(OC)cc1)CCCc1cnoc1-2	90	85	86	91	107	82	80	106	71
COc1ccc([C@H]2[C@H](O)C(=O)N2c2cc(OC)c(OC)c(OC)c2)cc1O	13	17	-73*	45	51	1.4*	-18*	19	-8.6*
CCOC(=O)CNc1nc(N)nc(N(C)Cc2ccccc2)c1C=O	118	109	115	83	116	105	102	113	105
NNC(=O)C(CO)c1ccccc1 (configuration not stated)	95	97	117	84	97	99	100	107	101
O=C(c1ccc(O)cc1)[C@@H]1CN[C@@]2(C(=O)Nc3ccccc32)[C@H]1c1ccc(F)cc1	102	105	116	103	100	95	110	113	104
CN1CCN(CC(=O)N2c3cccc4cccc(c34)N(C(=O)CN3CCN(C)CC3)C2c2cn(-c3ccccc3)nc2-c2cccc([N+](=O)[O-])c2)CC1	26	-26*	-69*	65	33	-14*	-33*	-53*	-58*
CN(C)Cc1ccc(C(C)(C)C)cc1Br	119	101	94	93	99	101	110	113	98
COc1ccc(/C=C\[C@H]2O[C@@H](C)[C@H](O)[C@@H]2O)cc1	108	113	115	97	92	100	102	106	99
CC(C)COC(=O)c1ccc(NC(=O)CN(C)c2ccccc2)cc1	99	104	110	102	96	93	99	102	88
O=[N+]([O-])c1ccc(O)c(/C=N/N2CCCCC2)c1	101	112	100	86	112	91	98	.	96

The results go on:
SMILES	KM12	SW-620	COLO 205	SNB-75	NCI-H322M	HCT-15	HT29	HCC-2998	HCT-116
COc1ccc(N2C(=O)C(=S)N(c3ccc(OC)cc3)C2=O)cc1	98	103	97	85	103	93	93	107	92
CN(C)CC(=O)c1ccc2cc(Br)c3ccccc3c2c1	64	55	74	84	76	62	9.4*	.	49
CCOC(=O)c1cc(C(=O)c2ccccc2)n2ccc(-c3ccn4c(C(=O)c5ccccc5)cc(C(=O)OCC)c4c3)cc12	105	103	129	107	94	106	90	104	99
COc1cc2ncnc(Nc3nc4ccccc4[nH]3)c2cc1OC	91	75	84	89	92	90	86	105	69
COc1ccccc1NC(=O)OCC#CCOC(=O)Nc1ccccc1OC	91&108	90&102	120&107	85&93	98&112	89&114	103&100	104&103	87&100
N#C/C(=C\NC(=S)Nc1ccc(S(=O)(=O)Nc2ccccn2)cc1)C(N)=O	104	105	105	83	108	100	114	100	96
O=C(CN1C(=O)NC(c2ccccc2)(c2ccccc2)C1=O)c1ccc(N2CCC(c3ccccc3)CC2)cc1	95	102	86	86	.	83	87	107	102
Cc1nc2ccccn2c1/C=C1\C(=O)N(C)c2ccccc21	95	101	114	95	.	96	105	103	101
Nc1c(C(=O)Nc2ccnc3ccccc23)sc2nc3c(cc12)CN(Cc1ccccc1)CC3	80	95	97	110	90	70	103	103	45
N#Cc1c(NC(=O)c2ccc(C(F)(F)F)cc2)sc2c1CCC(=O)C2	-36*	-63*	-95*	-45*	22	-66*	8.1*	-97*	-46*
O=C(O)CCc1ccc(O)c(O)c1	109	109	116	107	102	95	104	107	93
CC1(C)Oc2cc3oc(=O)ccc3cc2C[C@@H]1OCCO	107	101	111	92	111	108	107	101	96
COc1cc(OC)cc(C(=O)C[n+]2cccc3c4ccccc4ccc32)c1	100	78	84	85	88	100	43	88	46
CN=C1Nc2cc(OC)c(OC)c(OC)c2C(c2cc(Cl)ccc2F)O1 (configuration not stated)	96	92	105	84	97	96	78	97	80
Nc1c(C(=O)O)c(Br)cc2c1C(=O)c1ccccc1C2=O	100	97	105	78	99	93	107	100	100
CN1C(=O)N(C)C2C1N=C(SCc1ccc(Cl)cc1)N2/N=C/C=C/c1ccccc1[N+](=O)[O-] (configuration not stated)	93	88	94	58	88	85	80	88	86
Cc1nc2ccccc2c2nnc(SCC(=O)N(Cc3ccccc3)c3ccccc3)n12	129	94	101	90	.	90	96	110	43
Cn1cc(NC(=O)c2cc(NC(=O)c3ccc(C#Cc4ccccc4)cc3)cn2C)cc1C(=O)NCCCN1CCOCC1	3.1*	-44*	-79*	.	81	-59*	-71*	-56*	-87*
O=c1c(N=Nc2ccccc2)c[nH]n1-c1ccccc1	78	96	.	133	112	94	98	109	98
CC(C)C(=O)Nc1cccc(C(=O)NC(=S)Nc2ccc(S(N)(=O)=O)cc2)c1	99[100 µM]	113[100 µM]	117[100 µM]	92[100 µM]	102[100 µM]	109[100 µM]	106[100 µM]	107[100 µM]	107[100 µM]

Copied from the listing (three entries):
SMILES	KM12	SW-620	COLO 205	SNB-75	NCI-H322M	HCT-15	HT29	HCC-2998	HCT-116
Cn1cc(NC(=O)c2cc(NC(=O)c3ccc(C#Cc4ccccc4)cc3)cn2C)cc1C(=O)NCCCN1CCOCC1	3.1*	-44*	-79*	.	81	-59*	-71*	-56*	-87*
O=c1c(N=Nc2ccccc2)c[nH]n1-c1ccccc1	78	96	.	133	112	94	98	109	98
CC(C)C(=O)Nc1cccc(C(=O)NC(=S)Nc2ccc(S(N)(=O)=O)cc2)c1	99[100 µM]	113[100 µM]	117[100 µM]	92[100 µM]	102[100 µM]	109[100 µM]	106[100 µM]	107[100 µM]	107[100 µM]

Further records:
SMILES	KM12	SW-620	COLO 205	SNB-75	NCI-H322M	HCT-15	HT29	HCC-2998	HCT-116
CCCC1(C)C(C#N)C(=O)NC(=O)C1C#N (configuration not stated)	104	102	126	95	125	95	105	95	109
O=[N+]([O-])c1cc(/C=N/Nc2nc(N/N=C/c3ccc(Cl)c([N+](=O)[O-])c3)nc(N3CCOCC3)n2)ccc1Cl	93	107	105	108	98	92	102	106	92
CC(=O)/C(=C\c1ccc(Cl)c(Cl)c1)C(=O)CCN(C)C	109	100	106	90	92	94	111	117	92
COc1ccc(NC(=O)Cn2cc(COn3nnc4ccccc43)nn2)cc1	108	107	110	106	99	106	111	107	104
O=C1CCC(=O)N1Cc1ccccc1	96	100	111	80	98	100	101	101	99
Nc1nc(NC2CC2)cc(-c2cccc(Cl)c2Cl)n1	48	21	44	39	101	25	14	56	42
COc1cc(NC(=O)c2cc(-c3ccc(F)cc3F)ccc2O)cc(OC)c1OC	30	55	116	41	38	41	110	64	43
C=CCOc1ccc2c(C)cc(=O)oc2c1	105	109	138	111	126	101	95	100	105
CC(C)(c1ccc(O)c([N+](=O)[O-])c1)c1ccc(O)c([N+](=O)[O-])c1	103	115	104	84	108	103	114	112	108
OC1(c2ccccc2)CCN(c2ccc3nnc(Cl)n3n2)CC1	95	91	100	34	97	97	97	100	97
CCSc1nnc(-c2cnn3c2NC(c2ccccc2)C3)n1-c1ccc(F)cc1 (configuration not stated)	95	99	97	95	89	91	80	102	92

Three entries from above, ordered by formula weight, smallest number first.
SMILES	KM12	SW-620	COLO 205	SNB-75	NCI-H322M	HCT-15	HT29	HCC-2998	HCT-116
CCCC1(C)C(C#N)C(=O)NC(=O)C1C#N (configuration not stated)	104	102	126	95	125	95	105	95	109
COc1cc(NC(=O)c2cc(-c3ccc(F)cc3F)ccc2O)cc(OC)c1OC	30	55	116	41	38	41	110	64	43
O=[N+]([O-])c1cc(/C=N/Nc2nc(N/N=C/c3ccc(Cl)c([N+](=O)[O-])c3)nc(N3CCOCC3)n2)ccc1Cl	93	107	105	108	98	92	102	106	92

Screening data deposited in PubChem by NCI.
